Source: PubChem BioAssay
Menin-MLL TR inh: qHTS Assay for Inhibitors Targeting the Menin-MLL Interaction in MLL Related Leukemias: Competition With Texas Red Labeled MLL-derived Mutant Peptide; Menin + Texas Red MLL mutant peptide, fluorescence polarization; Potency, µM (titrated, usually from 61.6 µM), for inactives: at the highest dose FP activity change, negative = inhibition, hits mostly inhibitors; 270,000 compounds, 0.23% hits; AID 1768, 2009; active means well fitted inhibition curve with a large enough effect in the polarisation, with a control signal flat, not every such curve was filed as active; inconclusive means small, poorly fitted or top-dose-only effect, or effect the other way, or a change in a side signal; inactive means no such curve, though single readings can be large or run the other way; the % refers to the polarisation; further: potency means the concentration at half of the fitted maximal effect; % of control where 0% means no effect; many of its hits are not listed in these tables
GALK inh: qHTS Assay for Inhibitors of Human Galactokinase (GALK) | Potency, µM (doses to about 57.5 µM), without a hit: at the highest dose activity change, negative = inhibition, hits mostly inhibitors | Purified GALK, Kinase-Glo residual ATP luminescence | 270,000 compounds, 0.007% hits; further: potency means the concentration at half of the fitted maximal effect; on the % scale 0 is the no-effect control and ±100 the full control effect
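GALK at 5 nM final was combined with compound, 35 uM ATP and 100 uM galactose in HEPES pH8.0 with MgCl2 and DTT. The reaction ran one hour at room temperature before luminescent ATP detection.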
Mito fusion act: qHTS Assay for Small Molecule Inhibitors of Mitochondrial Division or Activators of Mitochondrial Fusion. S. cerevisiae fusion-defective mutant growth rescue, CellTiterGlo 48 h. Potency, µM (top dose mostly 46.1 µM), for inactives: at the top dose growth rescue (activation), usual class: activators. 320,000 compounds, 0.23% hits;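 further: potency means the concentration at half of the fitted maximal effect; % of control where 0% means no effect; nearly all actives have a fitted effect of over 45% in size; temperature-sensitive fusion mutants such as fzo1-1 at 37 °C on non-fermentable ethanol glycerol medium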
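Yeast fusion mutant, YPEG (non-fermentable carbon), compound, 48 h at 37C non-permissive; CellTiterGlo added, 10 min RT, luminescence read. Rescued growth = division inhibition.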
ASM inhibitor: Inhibitors of Secretory Acid Sphingomyelinase (S-ASM): qHTS. placental ASM, HMU-PC fluorogenic substrate, 60 min. 340,000 compounds, 0.006% hits. Sphingomyelin phosphodiesterase (Homo sapiens), P17405. Potency, µM (highest dose often 57.5 µM), without a hit: top-dose activity change, negative = inhibition, most hits filed as inhibitors; further: potency means the concentration at half of the fitted maximal effect
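HMU-PC0 cleavage (9 uM final) by human placental ASM, 60 min at 37 °C following 10 min compound exposure at RT; stopped at pH 10, fluorescence Ex 386/Em 447 nm.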
Chronic BCR inh: qHTS Assay to Find Inhibitors of Chronic Active B-Cell Receptor Signaling | 340,000 compounds, 0.05% hits | AID 493014, 2011 | ABC-DLBCL IkBa-CBG/CBR reporter, luminescence ratio, 4 h | Potency, µM (titrated, usually from 46.1 µM), for the others: at the highest dose ratio change, negative = lower green/red ratio, most hits filed as inhibitors; active means well fitted inhibition curve with a large enough effect in the signal ratio, with a control signal flat, not every such curve was filed as active; inconclusive means small, poorly fitted or top-dose-only effect, or effect the other way, or a change in a side signal; the % refers to the signal ratio;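 further: potency means the concentration at half of the fitted maximal effect; plate controls were basal doxycycline-induced cells for no effect and cells given 10 µM MG132 for full effect; MG132 reads +100%, hits lower the ratio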
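Compounds up to 46 uM were incubated four hours with TMD8 cells whose green CBG68 luciferase is fused to IkappaBalpha; red CBR luminescence normalised the signal, and concentration-effect curves were fitted to fusion, red and ratio data.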
MBNL1-CUG inh: qHTS Assay for Inhibitors of MBNL1-poly(CUG) RNA binding; AID 2675, 2010; 280,000 compounds, 0.036% hits; TR-FRET MBNL1-His/biotin-(CUG)12 binding, 665/545 ratio; Potency, µM (top dose mostly 57.5 µM), without a hit: at the highest dose activity change, negative = inhibition, actives largely listed as inhibitors; active means well fitted inhibition curve with a large enough effect in the signal ratio, with a control signal flat, not every such curve was filed as active; inconclusive means small, poorly fitted or top-dose-only effect, or effect the other way, or a change in a side signal; inactive means no such curve, though single readings can be large or run the other way; the % refers to the signal ratio; further: potency means the concentration at half of the fitted maximal effect; on the % scale 0 is the no-effect control and ±100 the full control effect
Target sequence (Q9NR56 whole entry, looked up): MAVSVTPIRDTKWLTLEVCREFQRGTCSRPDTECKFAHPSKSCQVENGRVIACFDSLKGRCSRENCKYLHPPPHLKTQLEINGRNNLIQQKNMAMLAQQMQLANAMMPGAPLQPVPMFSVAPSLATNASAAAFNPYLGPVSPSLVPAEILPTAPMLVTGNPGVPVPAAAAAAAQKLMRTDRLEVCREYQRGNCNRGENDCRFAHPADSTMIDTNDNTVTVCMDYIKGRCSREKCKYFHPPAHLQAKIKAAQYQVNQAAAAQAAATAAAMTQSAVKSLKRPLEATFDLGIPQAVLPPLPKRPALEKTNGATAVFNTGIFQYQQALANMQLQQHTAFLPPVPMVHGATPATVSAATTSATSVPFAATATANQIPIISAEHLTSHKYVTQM
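Compound titration spanned 92 nM–58 uM against the MBNL1-His/biotin-(CUG)12 complex. After 60 min at room temperature with 5 nM streptavidin-XL665 and 0.055 ng/ul terbium anti-His, ratiometric 665/545 nm emission (Ex 340 nm) normalized to controls.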
TSHR antag: Antagonists of the Thyroid Stimulating Hormone Receptor: HTS campaign; 330,000 compounds, 0.2% hits; Thyrotropin receptor (Homo sapiens), P16473; TSHR-expressing cells, TSH-stimulated cAMP HTRF, 2 h; hits give low values; activity change, negative = inhibition, % at 11.5 µM; AID 504810, 2011;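 active means activity change below a set negative limit, meaning inhibition stronger than a set level, cut at about -70% in these data; inconclusive means activity change between two set negative limits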; further: on the % scale 0 is the no-effect control and ±100 the full control effect
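Antagonism was scored as loss of TSH-driven cAMP in TSHR cells, stimulated with 4nM TSH (EC80) for 2 hours at 37 deg C and detected by homogeneous HTRF competition immunoassay.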
USP2a block: qHTS Assay for Inhibitors of Ubiquitin-specific Protease USP2a Using CHOP2 as the Reporter. Ubiquitin carboxyl-terminal hydrolase 2 (Homo sapiens), O75604. USP2 core, Ub-CHOP2 coupled fluorogenic reporter, 485/531. Potency, µM (highest dose often 38.3 µM), without a hit: at the highest dose activity change, negative = inhibition, actives largely listed as inhibitors. 330,000 compounds, 0.01% hits;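 further: potency means the concentration at half of the fitted maximal effect; plate controls were DMSO wells for no effect and full inhibition by NEM control for full effect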
Target sequence (O75604 whole entry, looked up): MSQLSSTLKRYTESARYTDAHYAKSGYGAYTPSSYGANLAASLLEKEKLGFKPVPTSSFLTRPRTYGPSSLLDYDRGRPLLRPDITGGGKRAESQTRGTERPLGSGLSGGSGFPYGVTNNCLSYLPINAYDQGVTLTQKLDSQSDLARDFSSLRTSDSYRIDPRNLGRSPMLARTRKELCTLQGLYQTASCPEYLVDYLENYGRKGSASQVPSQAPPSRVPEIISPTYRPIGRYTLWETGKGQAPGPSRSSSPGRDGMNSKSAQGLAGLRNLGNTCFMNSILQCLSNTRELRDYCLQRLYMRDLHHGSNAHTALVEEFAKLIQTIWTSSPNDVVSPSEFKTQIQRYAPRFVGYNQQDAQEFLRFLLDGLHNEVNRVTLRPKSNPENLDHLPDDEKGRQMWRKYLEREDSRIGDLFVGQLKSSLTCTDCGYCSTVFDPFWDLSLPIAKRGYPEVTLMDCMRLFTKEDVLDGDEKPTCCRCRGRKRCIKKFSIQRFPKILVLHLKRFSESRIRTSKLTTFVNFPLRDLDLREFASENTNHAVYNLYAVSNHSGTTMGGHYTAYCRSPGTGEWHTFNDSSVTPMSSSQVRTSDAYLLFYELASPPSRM
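Cell-free coupled assay: 10nM USP2 core preincubated 30min RT with compound in Tris-HCl pH 8.0/CaCl2/CHAPS buffer, then 25nM Ub-CHOP2 and 25nM reporter substrate; fluorescence (Ex 485/Em 531) read after 60min RT, normalized to NEM inhibition, concentration-response curves fitted.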
PKM2 act: qHTS Assay for Activators of Human Muscle isoform 2 Pyruvate Kinase | 260,000 compounds, 0.34% hits | Pyruvate kinase PKM (Homo sapiens), P14618 | purified PKM2, Kinase-Glo ATP luminescence, activation; response scale: 0% is enzyme alone, no compound | Potency, µM (titrated, usually from 57.5 µM), for the others: at the top dose activation, hits mostly activators; further: potency means the concentration at half of the fitted maximal effect; on the % scale 0 is the no-effect control and ±100 the full control effect; nearly all actives have a fitted effect of over 55% in size
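Kinase-Glo luminescence reports ATP generated from ADP (0.1 mM) and PEP (0.5 mM) by purified hPK-M2 after 1 h at room temperature, pH 7.2 imidazole buffer; intermediate enzyme activity allows detecting inhibitors and activators.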
hERG WT inh: qHTS for Inhibitors of KCHN2 3.1: Wildtype qHTS; U2OS, BacMam KCNH2, thallium flux FluxOr; hits give low values; activity change, % at 1.84 µM; 340,000 compounds, 0.37% hits; Voltage-gated inwardly rectifying potassium channel KCNH2 (Homo sapiens), Q12809;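 active means maximum activity change below -70%; inconclusive means maximum activity change between -70% and -50%; inactive means maximum activity change above -50%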; further: on the % scale 0 is the no-effect control and ±100 the full control effect
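U2OS cells transduced with wild-type KCNH2 virus are loaded with FluxOr dye for 45 min, and thallium flux is measured in kinetic reads before and after stimulation buffer. Rate constants are normalized to DMSO controls.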
Eya2 phos inh: qHTS Assay for Inhibitors of the Phosphatase Activity of Eya2; Protein phosphatase EYA2 (Homo sapiens), O00167; recombinant Eya2, OMFP fluorescence dephosphorylation (OMFP is methylfluorescein phosphate); Potency, µM (doses to about 76.9 µM), inactives show at the top dose activity, negative = inhibition, hits mostly inhibitors; 330,000 compounds, 0.006% hits; AID 488837, 2010; further: potency means the concentration at half of the fitted maximal effect; on the % scale 0 is the no-effect control and ±100 the full control effect
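Eya2 protein (added as 0.2 uM solution) was preincubated with compound for 10 min at ambient temperature in 50 mM HEPES pH 7.5, 50 mM NaCl, 5 uM MgCl2, 0.05% BSA, 1 mM DTT. OMFP (added at 50 uM) then reacted 10 min; fluorescence read at 485/525 nm.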
The depositor's hits bear a star; i = inactive; ? = inconclusive; . = no result given; [ ] = remark or other dose. Unless noted, the call rests on the fitted dose curve; in most records, active means well fitted curve in the direction sought with a large enough effect; inconclusive means small, poorly fitted or top-dose-only effect, or another doubt; inactive means no such curve, though single readings can be large; an effect the other way counts as inactive or inconclusive. The list is partial. The share of hits here may be higher or lower than overall.

SMILES | Menin-MLL TR inh | GALK inh | Mito fusion act | ASM inhibitor | Chronic BCR inh | MBNL1-CUG inh | TSHR antag | USP2a block | PKM2 act | hERG WT inh | Eya2 phos inh
NC1=NC(=Nc2cccc(Cl)c2)c2ccccc21 | ? | 1% | -1% | 0% | 0% | 7% | 14 | 4% | 5% | -34 | 4%
CC1(C)CC(=O)C=C(Nc2ccc([N+](=O)[O-])cc2)C1 | 5% | 0% | 4% | -4% | 2% | ? | 16 | -2% | 6% | 11 | -6%
COc1ccc(-n2nc3c(c2NC(=O)C(C)Cl)CSC3)cc1 (stereo unspecified) | 10% | -3% | -2% | -1% | 10% | 0% | 18 | 3% | 3% | -1 | -4%
C[C@H](CO)N1C[C@H](C)[C@@H](CN(C)S(=O)(=O)c2ccccc2)Oc2c(NC(=O)NC3CCCCC3)cccc2C1=O | . | . | . | 1% | 1% | . | -9 | 0% | . | -10 | -5%
COc1cc(C(=O)OCC(=O)N(CC(C)C)C2CCS(=O)(=O)C2)cc(OC)c1C (stereo unspecified) | . | . | 5% | 0% | -8% | . | 18 | -1% | . | -3 | -1%
O=C(NCCN1C(=O)S/C(=C\c2ccc(Cl)cc2Cl)C1=O)C1=COCCO1 | . | . | 4% | -11% | -2% | . | -11 | 2% | . | -3 | 19%
CC(C)(C)C(=O)NC(=O)Nc1ccccc1C(F)(F)F | . | 2% | -2% | 0% | 2% | 0% | 1 | 3% | -6% | -6 | 3%
OC(COc1ccc(OCC(O)CN2CCCCC2)cc1)CN1CCCCC1 (stereo unspecified) | -11% | 4% | 1% | 2% | 1% | -5% | 25 | 2% | -2% | 8 | -6%
CC(O)(C#CCN1CCCC1)c1ccccc1 (stereo unspecified) | 3% | 0% | -1% | 3% | 1% | 7% | -2 | 1% | -3% | -10 | 9%[15.4 µM]
COc1ccc2c(c1)-c1c(ssc1=S)C(C)(C)N2C(=O)CSC1=NCCS1 | 14% | 0% | 23% | -18% | -7% | ? | -11 | -1% | 2% | -2 | -27%
COc1ccc(NC(=O)c2cc(-c3ccco3)on2)cc1OC | 15% | 10% | 9% | 16% | 11% | 9% | 5 | -7% | 4% | 37 | 0%
Cc1cc2cc(CNC(=S)Nc3ccc(OC(F)F)cc3)ccc2[nH]1 | ? | . | -5% | -6% | ? | -24% | -11 | -1% | 3% | -10 | -8%
COC(=O)NC1CSCC1OC(=O)c1ccc(Br)cc1 (stereo unspecified) | -12% | -3% | 1% | 0% | 0% | 7% | 18 | -1% | 20% | -11 | 0%
COc1ccc(NC(=O)O/N=C2/CCCc3ccc(OC)cc32)cc1 | 1% | 0% | 7% | -4% | -4% | -7% | -11 | -1% | 6% | -5 | 14%
CC1CCN(S(=O)(=O)c2ccc3c(c2)NC(=O)CS3)CC1 | -10% | 1% | -1% | -2% | 4% | 6% | -2 | 1% | 1% | 2 | 5%
CCN(CC)S(=O)(=O)c1ccc(C(=O)NCCCN=C2NS(=O)(=O)c3ccccc32)cc1 | 23% | -3% | -4% | -1% | ? | -24% | -16 | 2% | 0% | -16 | -2%
C=CCNC(=O)c1c(C(F)(F)F)nn(C)c1Cl | -2% | 6% | -15% | 1% | -7% | 2% | ? | 0% | -6% | -14 | -7%
O=C(O)c1ccccc1Sc1ncnc2sccc12 | . | . | 1% | 3% | 0% | 4% | 0 | 1% | ? | -2 | 19%
COc1ccc(C)cc1S(=O)(=O)n1cnc2ccccc21 | 19% | . | 1% | -1% | -12% | -5% | 1 | 3% | -1% | 7 | 5%
CN(C)c1ccc(NC(=O)CSc2nc3ccccc3c(=O)n2CC2CCCO2)cc1 (stereo unspecified) | -24% | 0% | -16% | -1% | -1% | 1% | -3 | 0% | . | 29 | -6%
O=C(Nc1ccc2c(c1)OCCO2)c1ccc(Cl)c(S(=O)(=O)N2CCOCC2)c1 | ? | 4% | -3% | -4% | ? | 8% | -16 | -1% | -2% | 1 | -6%
COc1ccc(C(=O)N/C(=C\c2cn(C)c3ccccc23)C(=O)NCCCn2ccnc2)cc1OC | . | 6% | 1% | 0% | -4% | ? | -3 | 0% | . | 4 | -2%
CCN(CC)CCCN=C(N)N | . | -2% | 4% | -2% | -12% | -6% | -1 | 3% | 1% | 5 | -12%
Cc1cc(-c2ccccc2)nc(N(C)C)c1S(C)(=O)=O | 7% | 0% | -5% | -2% | -1% | 2% | 2 | 0% | -4% | 0 | 3%
Cc1cccc(C)c1NCc1nnc(SCC(=O)Nc2nc(-c3ccccc3)cs2)n1-c1ccccc1 | -21% | 0% | -2% | -2% | -3% | -7% | -5 | 8% | -2% | -2 | 5%
CSc1cc(CS(=O)(=O)c2ccccc2)nc(-c2ccccc2)n1 | . | -3% | -1% | -7% | 5% | 5% | 59 | 2% | 1% | -1 | -12%
COC(=O)Cc1c(C)c2ccc(O)c(CNCc3ccc(OC)c(OC)c3)c2oc1=O | -21% | -1% | 3% | i | 1% | 16% | -4 | 1% | . | -8 | 1%
O=C(Nc1cccc(C(F)(F)F)c1)C1=CC=CN2CCS(=O)(=O)N=C12 | . | . | -6% | 0% | 1% | . | -5 | -1% | . | 10 | 4%
COC(=O)C1=C(C(=O)c2ccccc2)C(c2cccs2)n2nnnc2N1 (stereo unspecified) | 10% | 4% | -2% | 3% | 4% | -5% | 6 | 4% | -7% | -4 | 2%
Cc1ccc(S(=O)(=O)NC2=NCN(CC(=O)O)CN2)cc1 | 14% | -4% | -6% | 0% | 2% | 5% | -15 | 0% | 0% | -3 | 5%
CC(C)(O[C@@H]1O[C@H](CO)[C@@H](O)[C@H](O)[C@H]1O)[C@@H]1CC=C(C(=O)O)CC1 | . | . | -3% | 1% | 6% | . | -10 | 2% | . | -8 | 6%
O=C(COC(=O)c1cnccn1)c1ccc(Br)cc1 | 10% | 3% | -4% | -2% | 0% | 1% | 3 | 3% | 1% | -1 | 8%
O=C(CCS(=O)(=O)c1ccccc1)OCC(=O)N1CCN(S(=O)(=O)c2ccc(Cl)cc2)CC1 | . | . | 2% | 5% | 2% | . | -5 | 1% | . | 1 | 10%
Brc1ccc(CSc2nnc3ccccn23)cc1 | 1% | 12% | -2% | 0% | 4% | 10% | -7 | 1% | 2% | -3 | -10%
COc1ccc(OC)c(C2C(C(C)=O)=C(O)C(=O)N2c2ccc(F)cc2)c1 (stereo unspecified) | 2% | 17% | 1% | 7% | -1% | 15% | 5 | 0% | -2% | 3 | -8%
CCOc1ccc2cc(S(=O)(=O)N3CCOCC3)ccc2c1 | 3% | 0% | 11% | -2% | 3% | 20% | -4 | 0% | 9% | -10 | 13%
CCn1nnc(-c2ccccc2NC(=O)c2cc(OC)c(OC)c(OC)c2)n1 | 2% | -1% | 2% | -3% | 6% | -5% | -14 | -1% | 0% | 8 | -2%[15.4 µM]
COc1ccc(-c2nn(C)c(=O)c3ccccc23)cc1CNC(=O)C1CCCCC1 | . | 3% | -5% | 0% | ? | 32%[activator] | 29 | -5% | -13% | -7 | 10%
CS(=O)(=O)N(Cc1ccc(C(=O)Nc2ccccc2Sc2ccccc2)cc1)c1ccccc1 | 12% | 1% | 0% | -3% | 15% | 10% | 2 | 4% | 6% | -4 | 0%
